TNAP inh pNP = inhibitors of human tissue-nonspecific alkaline phosphatase; P05186; purified TNAP, pNPP hydrolysis, absorbance 405 nm; inhibition, % at 20 µM; 21,000 tested, under 10 active; AID 615;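 note: 0% = DMSO only wells and 100% = 1 mM levamisole wells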
Target sequence (P05186 whole entry, looked up): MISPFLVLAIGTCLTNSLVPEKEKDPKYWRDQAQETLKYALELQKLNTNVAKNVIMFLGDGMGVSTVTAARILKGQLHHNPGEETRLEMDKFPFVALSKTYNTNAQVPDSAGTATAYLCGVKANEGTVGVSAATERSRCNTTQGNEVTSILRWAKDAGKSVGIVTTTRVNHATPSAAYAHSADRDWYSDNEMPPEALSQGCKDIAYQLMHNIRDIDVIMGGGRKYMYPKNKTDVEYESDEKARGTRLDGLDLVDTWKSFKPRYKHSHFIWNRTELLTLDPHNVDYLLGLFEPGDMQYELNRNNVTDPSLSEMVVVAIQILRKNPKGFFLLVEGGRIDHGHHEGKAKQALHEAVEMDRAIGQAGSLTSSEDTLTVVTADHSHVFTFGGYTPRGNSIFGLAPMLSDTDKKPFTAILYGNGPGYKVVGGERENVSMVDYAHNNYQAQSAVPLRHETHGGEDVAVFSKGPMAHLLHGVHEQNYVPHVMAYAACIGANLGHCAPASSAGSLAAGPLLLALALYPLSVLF
TNAP Pi inh = inhibitors of human tissue-nonspecific alkaline phosphatase | purified TNAP, pNPP, malachite green phosphate absorbance | inhibition, % at 20 µM | 21,000 tested, under 10 active
Active calls of the source: *.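 Rule for the calls: active = inhibition above 50% at the 20 µM single-dose screen; inactive = the rest.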 Some of the compounds tested; rates above refer to the full screens.

TNAP inh pNP	TNAP Pi inh	Compound
1	-9	COc1ccc(NC(=O)CSC2=C(C#N)C(c3ccco3)C3=C(CCCC3=O)N2)c(OC)c1 (stereo not given)
-3	-34	O=C(Cn1nc(C(F)F)cc1C1CC1)NCCC1=CCCCC1
7	7	COC(=O)Nc1sc(C)nc1-c1ccccc1
7	11	CCCCCOC(=O)NCC(O)c1ccccc1 (stereo not given)
5	14	COc1ccc(C(C)=O)cc1COC(=O)c1ccc(OCc2c(C)noc2C)cc1
4	9	Cc1cc(C)n(CC(O)COCc2ccco2)n1 (stereo not given)
3	-1	O=C1CC(c2ccccc2)n2nc(NC(=O)c3cccs3)nc2N1 (stereo not given)
8	10	Nc1nc(CN2CCN(Cc3ccccc3)CC2)nc(Nc2ccc3c(c2)OCCO3)n1
4	10	CCN(CC)CCOC(=O)C1(C2CCCCC2)CCCCC1
7	15	CCN(CCC(=O)Nc1cc(OC)cc(OC)c1)Cc1ccccc1
-15	-17	CC(=O)N1CC=C2C(C#N)=C(N)C(C#N)(C#N)[C@H](c3ccoc3)[C@H]2C1
0	0	COc1ccc(C)cc1S(=O)(=O)N1CCCC(C(=O)NCC2CCCO2)C1 (stereo not given)
-2	1	COCCn1c(C)cc(C(=O)CSc2nc(C)nc3sc4c(c23)CCC4)c1C
5	19	c1ccc(Cn2c(Sc3nnnn3-c3ccccc3)nnc2-c2ccccc2)cc1
-1	-3	Cc1cc(C)c(C#N)c(SCC(=O)Nc2nnc(-c3ccccc3)s2)n1
0	8	COc1ccc(C(=O)/C=C(\N)C(F)(F)F)c(O)c1
0	0	CCOc1ccc(OCc2ccc(C(=O)NCc3ccncc3)o2)cc1
4	-7	CCN1CCN(C(c2ccccc2F)c2nnnn2Cc2ccc3c(c2)OCO3)CC1 (stereo not given)
7	17	CCCOc1cccc(OCCSc2nc(C)cc(=O)[nH]2)c1
2	15	Cc1nnsc1-c1nc2ccccc2[nH]1
5	15	CN1CCN(P(=O)(c2ccccc2)c2nc3ccccc3s2)CC1 (stereo not given)
8	7	O=c1oc2ccccc2c(O)c1/C=N/c1ncccn1
-2	2	COCCNC(=O)c1ccccc1-c1nc(-c2ccccc2Cl)no1
3	12	CC(=O)OCC(OC(C)=O)C(OC(C)=O)C(OC(C)=O)C(=O)Nc1ccccc1C (stereo not given)
4	9	CSc1n[nH]c(NCc2cccs2)n1
6	6	NC(=O)CCn1nc(-c2ccc(Cl)cc2)c2ccccc2c1=O
1	-18	CC(=O)c1ccc(N2CCN(C(=O)c3ccco3)CC2)c(F)c1
0	0	CCN(CC)CC(C)(C)NS(=O)(=O)c1ccc(Cl)cc1
0	0	CC(NC(=O)c1cccc(C(F)(F)F)c1)C1CCCO1 (stereo not given)
-4	3	CC(C)c1cc(=O)oc2c3c4c(cc12)CCCN4CCC3
1	9	N#Cc1ccccc1OCC(=O)Nc1c(C(=O)C2CC2)oc2ccccc12
0	3	CCCCCCCCNC(C)C(O)c1ccc(SC(C)C)cc1 (stereo not given)
6	9	O=C(Oc1cc(=O)oc2ccccc12)c1ccco1
-3	-17	COC(=O)NCCOc1cc(C)ccc1C
0	0	Cc1cccc(-c2nnc(-c3ccc(N)cc3)o2)c1
0	-6	O=C(CSc1nnc(Cc2ccccc2)n1-c1ccccc1)N1CCOCC1

Ordered by count of non-hydrogen atoms (lowest first): part of the list above
TNAP inh pNP	TNAP Pi inh	Compound
0	0	Cc1cccc(-c2nnc(-c3ccc(N)cc3)o2)c1
0	3	CCCCCCCCNC(C)C(O)c1ccc(SC(C)C)cc1 (stereo not given)
1	9	N#Cc1ccccc1OCC(=O)Nc1c(C(=O)C2CC2)oc2ccccc12

Going on with the list.
TNAP inh pNP	TNAP Pi inh	Compound
1	-3	Cc1cc(Nc2ccc(C)c(F)c2)n2ncnc2n1
-3	-1	C=C(C)COc1ccc2c(C)c(CC(=O)OC)c(=O)oc2c1C
4	8	Cc1n[nH]c(C)c1-c1nc2ccccc2[nH]1
-8	-4	Nc1cc(C(=O)OCC(=O)NCc2ccco2)ccc1Cl
0	0	CS(=O)(=O)NCCCc1ccccc1
6	-11	O=C(O)C1Nc2c(O)cccc2C2C=CCC12 (stereo not given)
3	9	CCn1nnnc1-c1ccc(OC)c(S(=O)(=O)N2CCCCC2)c1
0	0	Cc1ccc(-c2cc(C(=O)NCC3CCCO3)no2)cc1 (stereo not given)
5	-2	COc1ccc(C(C)=O)cc1COC(=O)c1cc(C)oc1C
5	-4	Cc1ccc(CNc2nc3c([nH]2)c(=O)n(C)c(=O)n3C)cc1
3	13	O=C(CSc1nc(-c2ccccc2)nc2c1CCCC2)N1CCOCC1
6	4	N#CC1=C(N)SC(N)=C(C#N)C1c1c(Cl)cccc1Cl
0	0	Clc1ccc(-c2nnc(-c3ccccc3)o2)c(Cl)c1
4	14	CC(C)Nc1nc(NC(C)C)nc(N(C)C#N)n1
4	8	COc1cccc(N2CC(O)Cn3c2nc2c3c(=O)n(CCCc3ccccc3)c(=O)n2C)c1 (stereo not given)
0	6	CCC(=O)Nc1ccc(-c2nnc(SCC(=O)NCC3CCCO3)n2C)cc1 (stereo not given)
3	11	Cc1ccc(-c2[nH]n3c(=O)c4c(nc3c2C)CCCC4)cc1
12	18	CCCc1nc2scc(-c3ccccc3)c2c(=O)n1N
-1	6	COc1cc(S(=O)(=O)NCCN2CCOCC2)c(OC)cc1Cl
7	11	Cc1cc(Nc2ccccc2)nc(-c2ccccc2O)n1
-17	-8	O=C(NC1=NCCS1)c1ccc(OCC2CCCO2)cc1 (stereo not given)
-14	-46	COc1ccc(OCCCC(=O)N2CCCc3ccccc32)cc1
0	0	CCc1cc2c(NC(C(=O)O)C(C)C)ncnc2s1 (stereo not given)
3	7	CCOC(=O)C1CCCN(CC(=O)Nc2c(C(=O)OC)[nH]c3ccc(C)cc23)C1 (stereo not given)
5	9	OC(CCCN1CCC(O)(c2ccc(Cl)cc2)CC1)c1ccc(F)cc1 (stereo not given)
1	5	Cc1cccc(-c2c3c(=O)n(C)c(=O)n(C)c3c3cccnn23)c1
5	10	O=S(=O)(NC1CC1)c1cccc(S(=O)(=O)N2CCCC2)c1
3	-1	CCn1cc(C(=O)OCc2cccc(Br)c2)c(=O)c2ccc(C)nc21
5	11	CC(=NCc1ccco1)c1c(O)n(C2CCCCC2)c(=O)[nH]c1=O
5	21	CN(C)S(=O)(=O)N(CC(=O)Nc1ccccc1C(F)(F)F)c1ccccc1
2	13	COc1cccc(CNCC(=O)N2C(C)CCCC2C)c1 (stereo not given)
-6	4	O=C(O)C1Cc2c([nH]c3ccccc23)C(c2ccc3c(c2)OCO3)N1 (stereo not given)
-3	3	Cc1ccc(S(=O)(=O)N2CCCCC2C(=O)NCc2ccco2)cc1 (stereo not given)
0	14	COc1ccc(OCc2cccc(C(=O)N3CCCC3)c2)cc1
0	5	O=C(c1cc2n(n1)C(C(F)(F)F)CC(c1ccco1)N2)N1CCN(c2ccccn2)CC1 (stereo not given)
-11	-2	Cc1ccccc1-n1nnnc1SCC(N)=O
-2	4	CCOC(=O)CSC1=C(C#N)C(c2ccc(OC)cc2)C2=C(CC(C)(C)CC2=O)N1 (stereo not given)
7	-3	COc1cccc(Nc2nc(N)nc(C(F)(F)F)n2)c1
6	10	O=C(O)Cc1ccc(-c2ccccc2)cc1
3	3	CCOC(=O)c1c(NC(=O)Cc2cccs2)sc2c1CCCC2
-4	1	COc1cc(CC(=O)Nc2sccc2C(N)=O)cc(OC)c1OC
4	0	O=C(CCC(=O)N(CC(=O)NC1CCCCC1)c1ccc2c(c1)OCO2)Nc1ccccn1
3	7	COc1ccc(/C(O)=C2\C(=O)C(=O)N(CCN3CCOCC3)C2c2ccccc2OC)cc1 (stereo not given)
6	11	CC(C)C(=O)Nc1cc(C(F)(F)F)ccc1N1CCOCC1
2	6	CCS(=O)(=O)c1ccc(NC(=O)c2ccccc2Cl)c(O)c1
3	18	N=c1n(CCO)c2ccccc2n1CCOc1ccccc1
0	9	CC(C)c1ccc2oc(=O)cc(CN3CCN(c4ccccc4)CC3)c2c1
2	8	Nc1nc2ccc(S(=O)(=O)c3ccc4nc(N)sc4c3)cc2s1
-4	4	CN1C(=O)/C(=C2/C=CC=CN2C)OC1=S
4	12	CCOC(=O)c1[nH]c(=O)[nH]c1CSCCO
5	0	CCC(C(=O)Nc1nnc(-c2ccco2)s1)c1ccccc1 (stereo not given)
3	8	Cc1cccc(-n2ncc3c(NCCN4CCOCC4)ncnc32)c1
4	14	Cc1ccc(CNc2nc3ccccc3s2)s1
6	11	c1cncc(-c2noc(-c3ccco3)n2)c1
4	14	O=C(c1ccc(S(=O)(=O)N2CCOCC2)cc1)N1CCN(c2ccccc2)CC1
4	9	Cc1cc(C(=O)Nc2ccc(C(=O)O)cc2)c(-c2ccccc2)o1
0	0	Cc1ccc(NC(=O)CSC2=C(C#N)C(c3ccc4c(c3)OCO4)CC(=O)N2)cc1C (stereo not given)
1	8	CCCn1c(N2CCN(S(=O)(=O)Cc3ccccc3)CC2)nc2ccccc21
4	10	COCCn1c(C2CCCCC2)nc2sc3ccccc3c(=O)c2c1=O
3	9	Cc1ccccc1Cn1nc(C)c(NC(=O)c2cc3nc(-c4ccco4)cc(C(F)(F)F)n3n2)c1C

(list continues)
TNAP inh pNP	TNAP Pi inh	Compound
4	10	O=C1NC2(CCOc3ccccc32)C(=O)N1CC(=O)N(Cc1ccccc1)C1CCS(=O)(=O)C1 (stereo not given)
2	6	O=c1c(-c2ccc3c(c2)OCCO3)coc2cc(O)cc(O)c12
-2	4	COc1ccccc1-c1nnc2sc(-c3cnccn3)nn12
1	-17	CS(=O)CCC(NS(=O)(=O)c1ccccc1)C(=O)O (stereo not given)
4	14	N#CC1=C(C2CC2)CC(c2ccccc2)C(C#N)=C1N (stereo not given)
4	8	COc1cc(C)nc(N2CCCC(C(=O)NC3CCC(C)CC3)C2)n1 (stereo not given)
5	18	Cc1cc(C)nc(N2CCCC(C(=O)NC(C)CCc3ccco3)C2)n1 (stereo not given)
-1	5	c1cc(CSc2nnc(-c3ccc4c(c3)OCO4)o2)ccn1
1	7	O=C(Nc1ccccc1N1CCCC1)c1ccc(Br)o1
8	13	CC(=O)[C@H]1[C@H](C#N)C[C@H]2[C@@H]3CC=C4C[C@@H](O)CC[C@]4(C)[C@H]3CC[C@@]21C
3	2	O=S(=O)(/N=C(\c1ccccc1)N1CCOCC1)c1cccs1
1	6	O=c1cc[nH]c2c(C(F)(F)F)cccc12
0	1	Cc1ccc(S(=O)(=O)N2CCCC(C(=O)NCc3ccccn3)C2)cc1 (stereo not given)
5	10	C=CCn1c(Cc2nc3ccccc3[nH]2)n[nH]c1=S
4	9	O=C1CC(C(=O)Nc2ccc(C(=O)N3CCOCC3)cc2)C2(CCCCC2)O1 (stereo not given)
0	6	COC(=O)c1ccccc1NC(=O)NC1CCN(Cc2ccccc2)CC1
0	4	Brc1ccc(-c2nnc(-c3ccccc3Br)o2)cc1
4	13	Cc1ccc2cccc(S(=O)(=O)Nc3c(C)n(C)n(-c4ccccc4)c3=O)c2n1
9	16	Cc1nc2cc(CO)ccc2s1
6	11	Cc1ccc(C)c(-c2nnc(OCC(=O)Nc3cc(C)on3)c3ccccc23)c1
8	7	CC1Cc2ccccc2N1C(=O)CSc1nnc(-c2ccc(S(=O)(=O)N3CCCC3)cc2)o1 (stereo not given)
6	11	CN1CCN(CCCCC(=O)c2ccccc2)CC1
0	0	Cc1cc(OCC(=O)N2CCOCC2)ccc1NC(=O)C1CCCCC1
1	7	Cc1nc(C)c(-c2csc(NCc3ccccc3)n2)s1
8	12	CCCC1Cc2c(sc3ncnc(N)c23)CO1 (stereo not given)
6	6	COc1ccc(O)c(C=Nc2cc(C)on2)c1

Gathered by group: the entries above with an aryl methoxy group (19)
TNAP inh pNP	TNAP Pi inh	Compound
1	-9	COc1ccc(NC(=O)CSC2=C(C#N)C(c3ccco3)C3=C(CCCC3=O)N2)c(OC)c1 (stereo not given)
5	14	COc1ccc(C(C)=O)cc1COC(=O)c1ccc(OCc2c(C)noc2C)cc1
7	15	CCN(CCC(=O)Nc1cc(OC)cc(OC)c1)Cc1ccccc1
0	0	COc1ccc(C)cc1S(=O)(=O)N1CCCC(C(=O)NCC2CCCO2)C1 (stereo not given)
0	8	COc1ccc(C(=O)/C=C(\N)C(F)(F)F)c(O)c1
3	9	CCn1nnnc1-c1ccc(OC)c(S(=O)(=O)N2CCCCC2)c1
5	-2	COc1ccc(C(C)=O)cc1COC(=O)c1cc(C)oc1C
4	8	COc1cccc(N2CC(O)Cn3c2nc2c3c(=O)n(CCCc3ccccc3)c(=O)n2C)c1 (stereo not given)
-1	6	COc1cc(S(=O)(=O)NCCN2CCOCC2)c(OC)cc1Cl
-14	-46	COc1ccc(OCCCC(=O)N2CCCc3ccccc32)cc1
2	13	COc1cccc(CNCC(=O)N2C(C)CCCC2C)c1 (stereo not given)
0	14	COc1ccc(OCc2cccc(C(=O)N3CCCC3)c2)cc1
-2	4	CCOC(=O)CSC1=C(C#N)C(c2ccc(OC)cc2)C2=C(CC(C)(C)CC2=O)N1 (stereo not given)
7	-3	COc1cccc(Nc2nc(N)nc(C(F)(F)F)n2)c1
-4	1	COc1cc(CC(=O)Nc2sccc2C(N)=O)cc(OC)c1OC
3	7	COc1ccc(/C(O)=C2\C(=O)C(=O)N(CCN3CCOCC3)C2c2ccccc2OC)cc1 (stereo not given)
-2	4	COc1ccccc1-c1nnc2sc(-c3cnccn3)nn12
4	8	COc1cc(C)nc(N2CCCC(C(=O)NC3CCC(C)CC3)C2)n1 (stereo not given)
6	6	COc1ccc(O)c(C=Nc2cc(C)on2)c1
